N370S GC mod: inhibitors or activators of N370S glucocerebrosidase for Gaucher disease; AID 2101; P04062; N370S GC spleen homogenate, 4MU-glucoside fluorescence; 0.092% of 330,000 active; Potency, µM (doses to about 59.4 µM), without a hit: at the top dose activity change, negative = inhibition, actives largely listed as inhibitors;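 further: 0% = full enzyme activity and -100% = no enzyme basal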
FEN1 inh: human FEN1 inhibition | 0.35% of 390,000 active | Recombinant FEN1 flap cleavage, fluorescence, 15 min | P39748 | AID 588795 | Potency, µM (highest dose often 114 µM), for the others: at the highest dose activity change, negative = inhibition, actives largely listed as inhibitors; further: nearly all actives have a fitted effect of over 65% in size
Target sequence (P39748 whole entry, looked up): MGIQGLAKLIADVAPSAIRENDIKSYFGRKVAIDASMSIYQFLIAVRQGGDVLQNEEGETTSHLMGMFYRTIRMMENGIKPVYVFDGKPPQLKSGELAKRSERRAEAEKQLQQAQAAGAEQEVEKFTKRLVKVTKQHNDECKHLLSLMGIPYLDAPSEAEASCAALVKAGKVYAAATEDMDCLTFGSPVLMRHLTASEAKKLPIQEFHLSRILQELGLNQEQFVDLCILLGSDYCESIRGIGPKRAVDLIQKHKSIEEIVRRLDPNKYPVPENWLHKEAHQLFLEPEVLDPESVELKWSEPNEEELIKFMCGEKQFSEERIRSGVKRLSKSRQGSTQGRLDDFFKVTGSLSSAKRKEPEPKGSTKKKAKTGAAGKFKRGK
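Read-out was taken twice, immediately and after 15 min, following addition of 50 nM substrate to 10 nM FEN1 that had sat with test compound for 15 min at room temperature. Curves came from a four-parameter Hill model.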
TDP1 cell CPT: DT40-hTDP1 cell growth loss with CPT; chicken DT40 Tdp1-/-;hTDP1 cells + 20 nM CPT, ATP luminescence, 48 h; Potency, µM (doses to about 46.2 µM), for the others: at the highest dose activity change, negative = growth inhibition, hits mostly inhibitors; 12% of 420,000 active; AID 686979; further: nearly all actives have a fitted effect of over 55% in size
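Chicken DT40 Tdp1-/- cells complemented with human TDP1, 400 cells/well, exposed to compounds plus 20 nM camptothecin for at least 48 h at 37 C; viability read as ATP content by CellTiter-Glo luminescence.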
* marks the source's active call; other numbers are inactive results; ? = inconclusive; . = not tested or not shown; & = joins results of further samples; [ ] = another dose, or the depositor's remark. The call rests on the fitted dose curve; in most records, active means well fitted curve in the direction sought with a large enough effect; inconclusive means small, poorly fitted or top-dose-only effect, or another doubt; inactive means no such curve, though single readings can be large; an effect the other way counts as inactive or inconclusive. Unless noted, on the % scale 0 is the no-effect control and ±100 the full control effect; potency means the concentration at half of the fitted maximal effect. The list is partial. The share of hits here may be higher or lower than overall.

SMILES	N370S GC mod	FEN1 inh	TDP1 cell CPT
CCOC(=O)c1cc(-c2ccc(F)cc2)n(CCC(=O)Nc2nc3cc(C)c(C)cc3s2)c1C	.	13%	?
Cc1cc(/C=C2/NC(=O)N(c3ccccc3)C2=O)c(C)n1-c1cccnc1	-22%	3%	26µM*
Cc1ccc(S(=O)(=O)N(C)C)cc1NC(=O)COC(=O)C1(c2ccccc2)CC1	5%	?	-27%
CC(C)(C)SCCNC(=O)CN(c1ccccc1)S(=O)(=O)c1ccccc1	10%	-2%	1%
Cc1cccc(NC(=O)Cn2cnc(S(=O)(=O)N3CCCC3)c2)c1C	0%	-3%&-3%	-16%&-4%
CC(=O)Nc1ccc(S(=O)(=O)N2CCCc3ccccc32)cc1	-5%	3%	6.5µM*
COc1cccc(-c2nn(C)c3sc(C(=O)NCCc4ccc(Cl)cc4)cc23)c1	.	-19%	?
O=C(N/N=C/C=C\c1cccc([N+](=O)[O-])c1)c1cccnc1	-1%	-2%	?
O=C(CCC(=O)Nc1ccccc1Cl)NNC(=O)C1CCCCC1	.	11%	-5%
CCN(CC)CCOC(=O)c1c(C)oc2ccc(OC)cc12	3%	27%	-4%
O=C(N/N=C/C=C/c1ccccc1)c1cc2c(ccc3ccccc32)o1	-6%	-1%	-29%
CNC(=S)N/N=C/c1ccccc1OCC(=O)O	-17%	1%	0%
COc1cc2cc3c(N)c(C(=O)NCc4ccco4)sc3nc2cc1OC	-14%	?	23µM*
O=C(CN(CCc1ccccc1)C(=O)c1csnn1)NC1CCCC1	8%	1%	0%
Brc1ccc(CNc2nc3ccccc3n2CCN2CCCCC2)cc1	-6%	-5%	?
CCOC(=O)c1c(C)sc(-c2c(-c3cc(C)ccc3C)[nH]c3c2c(=O)n(C)c(=O)n3C)c1O	.	0%	?
COc1ccccc1NC(=S)N1CCC(c2nc3ccccc3o2)CC1	8%	-9%	-17%
Cc1ccnc(N2CCC(C(=O)NNC(=O)COc3cccc4ccccc34)CC2)n1	5%	0%	-12%
O=C(CC1C(=O)NCCN1Cc1ccc(-c2ccccc2)cc1)NCCc1ccccn1 (stereo not drawn)	-3%	-14%	0%
CCCn1c(SCc2ccon2)nc2ccccc2c1=O	16%	-21%	-20%
O=C(CCNC(=O)c1ccccc1Cl)Nc1cccc(S(=O)(=O)N2CCCC2)c1	.	19%	-1%
COC(=O)CCN(C(=O)c1ccc(N2CCCC2)c([N+](=O)[O-])c1)c1ccccn1	7%	-8%	?
NS(=O)(=O)c1ccc(CCNC(=O)Cc2cccs2)cc1	3%	1%	-11%
NS(=O)(=O)c1ccc(CNC(=O)c2ccccc2SCC(=O)N2CCCC2)cc1	-5%	-5%	-17%
COc1ccc(CN2C(=O)N(c3ccc(F)cc3)C(=O)C2CC(=O)Nc2cc(OC)cc(OC)c2)cc1 (stereo not drawn)	.	4%	?
O=C(Cc1ccccc1)Nc1nonc1NC(=O)c1ccccc1	-6%	9%	?
COc1ccc(S(=O)(=O)N2CCC(Cc3ccccc3)CC2)cc1NC(C)=O	6%	1%	-8%
COc1ccccc1NC(=O)N1CCCC1C(=O)Nc1ccc2c(c1)OCCO2 (stereo not drawn)	-17%	-4%	-5%
CC(C)c1cc(CN2CCN(C3CCCC3)C(CCO)C2)[nH]n1 (stereo not drawn)	3%	3%	-7%
O=[N+]([O-])c1ccc(CSc2ccccn2)cc1	-6%	0%	0%
CN1CC(=O)N2Cc3[nH]c4ccccc4c3C[C@H]2C1=O	-7%	3%	7%
Cc1ccc(S(N)(=O)=O)c(C)c1N1CCCC1=O	4%	-7%	2%
CCOC(=O)c1ccc(NC(=O)CC2C(=O)OCCN2CC)cc1 (stereo not drawn)	-4%	5%&7%	21µM*
CC(C)NC(=O)C1(N2C(=O)c3ccccc3C2=O)CCCC1	.	-5%	-3%
COc1ccc(NC(=O)c2oc3ccc(S(=O)(=O)N4CCOCC4)cc3c2C)c(OC)c1	.	0%&9%	-10%&-4%
COC(=O)c1cc(Cl)c(NC(=O)/C=C/c2ccc(Cl)cc2Cl)cc1OC	5%	1%&-6%	?

Reformatted as labelled records: 4 of the compounds above.
> CCCn1c(SCc2ccon2)nc2ccccc2c1=O
  N370S GC mod: 16%; FEN1 inh: -21%; TDP1 cell CPT: -20%

> O=C(CCNC(=O)c1ccccc1Cl)Nc1cccc(S(=O)(=O)N2CCCC2)c1
  N370S GC mod: .; FEN1 inh: 19%; TDP1 cell CPT: -1%

> COC(=O)CCN(C(=O)c1ccc(N2CCCC2)c([N+](=O)[O-])c1)c1ccccn1
  N370S GC mod: 7%; FEN1 inh: -8%; TDP1 cell CPT: ?

> NS(=O)(=O)c1ccc(CCNC(=O)Cc2cccs2)cc1
  N370S GC mod: 3%; FEN1 inh: 1%; TDP1 cell CPT: -11%

Going on with the list:
SMILES	N370S GC mod	FEN1 inh	TDP1 cell CPT
COCCn1c(SCC(=O)Nc2ccc(C)cc2)nc2c(oc3ccccc32)c1=O	3%	-2%	-22%
CCOc1ccc(Nc2nc3c(C)cccc3cc2C#N)cc1	-4%	0%	-29%
CCOC(=O)c1nnn(-c2nn3nnnc3c3ccccc23)c1C	-4%	-8%	14%
CC(=O)c1cccc(N2C(=O)CN(S(C)(=O)=O)CC2(C)C(=O)NC2CCCC2)c1 (stereo not drawn)	.	3%	-18%
CN(C)c1ccc(-c2nc3ccccn3c2Nc2ccc3c(c2)OCCO3)cc1	.	-15%	21µM*
Cc1cc(-c2csc(NCc3ccccc3)n2)c(C)n1C	-13%	12%	?
Cc1cccc(Nc2nc(-c3ccccc3)nc3ccccc23)c1	.	-21%	?
CN(CCNC(=O)C1(O)c2ccccc2NC(=O)N1c1ccccc1)Cc1ccccc1 (stereo not drawn)	8%	-3%	-12%
Cc1cc(C(=O)NNC(=S)NC(C)c2ccccc2)cs1 (stereo not drawn)	13%	2%	23µM*
CC(C)Cc1ccc(CN2CCCC(NC(=O)CCCN3CCCC3=O)C2)cc1 (stereo not drawn)	-8%	-11%	?
C/C(=N\NC(=O)c1nnn(-c2nonc2N)c1CSc1ccc(C)cc1)c1ccco1	-10%	20%	-23%
Cc1ccc(C(=O)C2CCN(S(=O)(=O)c3ccc(C(=O)O)cc3)CC2)cc1	-10%	1%	-11%
COc1ccc2sc(-c3ccc(S(C)(=O)=O)cc3)c(-c3ccc4c(c3)OCCO4)c2c1	.	-4%	?
COc1ccc(C2(c3ccc(OC)cc3)NC(=O)N(CC(=O)Nc3ccc(OC)c(OC)c3)C2=O)cc1	-16%	10%	-5%
Cc1cc(C)cc(C(=O)N2CC(C)OC(C)C2)c1 (stereo not drawn)	1%	9%	-1%
O=C(CSc1nnc(CNC(=O)c2ccccc2)o1)NCc1ccccc1	-2%	-1%	?
COC(=O)c1ccc(OCC(=O)NCCC2=CCCCC2)c(OC)c1	.	-2%	?
CCC(C)Nc1nc(SC(C(C)=O)C(C)=O)nc(N(C)C)n1 (stereo not drawn)	8%	0%	-23%
Cc1ccc(CCNC(=O)c2cc(-c3ccccc3)n[nH]2)cc1	.	-1%	?
CCOC(=O)C1=C(C)NC(=O)NC1c1ccc2c(c1)OCCO2 (stereo not drawn)	?	4%	-5%
COc1cc(C#Cc2ccc3cc(CCCO)oc(=O)c3c2)cc(OC)c1	.	?	0.65µM*
O=C(O)c1ccc(CN2C(=O)CSC2=S)cc1	2%	?	18µM*
Cc1ccc(N2C(=O)C3NN=C(C(=O)OCc4ccccc4)C3C2=O)c(C)c1 (stereo not drawn)	5%	3%	38%[activator]
CCOC(=O)[C@H]1[C@H]2COc3ccc(Cl)cc3[C@@H]2N2C(=O)c3cc(C)ccc3NC(=O)[C@@]12C	4%	7%	?

Grouped by structure: the entries above with an aryl thioether with sulfur outside any ring.
SMILES	N370S GC mod	FEN1 inh	TDP1 cell CPT
CCCn1c(SCc2ccon2)nc2ccccc2c1=O	16%	-21%	-20%
NS(=O)(=O)c1ccc(CNC(=O)c2ccccc2SCC(=O)N2CCCC2)cc1	-5%	-5%	-17%
O=[N+]([O-])c1ccc(CSc2ccccn2)cc1	-6%	0%	0%
COCCn1c(SCC(=O)Nc2ccc(C)cc2)nc2c(oc3ccccc32)c1=O	3%	-2%	-22%
C/C(=N\NC(=O)c1nnn(-c2nonc2N)c1CSc1ccc(C)cc1)c1ccco1	-10%	20%	-23%
O=C(CSc1nnc(CNC(=O)c2ccccc2)o1)NCc1ccccc1	-2%	-1%	?
CCC(C)Nc1nc(SC(C(C)=O)C(C)=O)nc(N(C)C)n1 (stereo not drawn)	8%	0%	-23%

(listing goes on)
SMILES	N370S GC mod	FEN1 inh	TDP1 cell CPT
COC(=O)C1(C)NC(c2ccc(O)cc2)C2C(=O)N(c3ccc(C)cc3)C(=O)C21 (stereo not drawn)	0%	5%	12%
Cn1cc(S(=O)(=O)CC(=O)Nc2ccc3c(c2)OCCO3)c2ccccc21	9%	4%	-20%
COC(=O)c1ccc(O)c(Sc2cc(C(=O)OC)ccc2O)c1	0%	10%	-6%
CCOc1ccc(-n2c(SC(C)C)nc3c(c2=O)SCC3)cc1	6%	-12%	?
NS(=O)(=O)c1ccc(CNC(=O)c2cccc(S(=O)(=O)N3CCc4ccccc43)c2)cc1	.	-12%	?
CC(C)Cn1c(C(C)C)nc([N+](=O)[O-])c1Sc1ccc(Cl)cn1	2%	0%	?
CCn1c(=O)n(CC)c2cc(S(=O)(=O)Nc3ccccc3C)c(C)cc21	-1%	-19%	?
COc1ccccc1Oc1ccc2c(c1)C(=O)N(c1ccc(Br)c3cccnc13)C2=O	6%	-12%	0%
O=C(CSc1nc(Nc2ccccc2)nc(N2CCOCC2)n1)Nc1ccc2c(c1)OCCO2	7%	-11%	-26%
CC(Oc1ccccc1)C(=O)N1CCC2(CC1)Oc1ccc(F)cc1C(=O)C21CC(c2ccc(Cl)cc2)=NO1 (stereo not drawn)	.	4%	-27%
CN(C)S(=O)(=O)c1ccc(C(=O)OCC(=O)Nc2ccccc2OC(F)F)cc1	5%	7%	-3%
Cc1cnc(NC(=O)c2nn(C)cc2[N+](=O)[O-])s1	3%	1%	19%

Single records (already shown). Screens in order: N370S GC mod	FEN1 inh	TDP1 cell CPT
Listed for `COc1ccc(NC(=O)c2oc3ccc(S(=O)(=O)N4CCOCC4)cc3c2C)c(OC)c1` = .	0%&9%	-10%&-4%
Listed for `COc1cc2cc3c(N)c(C(=O)NCc4ccco4)sc3nc2cc1OC` = -14%	?	23µM*
Listed for `Cn1cc(S(=O)(=O)CC(=O)Nc2ccc3c(c2)OCCO3)c2ccccc21` = 9%	4%	-20%

Next part
SMILES	N370S GC mod	FEN1 inh	TDP1 cell CPT
CN(C)c1ccc(CNC(=O)c2ccc(CNc3c(N4CCCCC4)c(=O)c3=O)cc2)cc1	1%	15%	-18%
O=C(CSc1ccc(-c2nc3ccccc3[nH]2)cn1)N1CCN(C(=O)c2ccco2)CC1	5%	?	23µM*
Nc1c(C(=O)N2CCCC2)sc2nc(-c3ccccc3)ccc12	-8%	-26%	-10%
C[C@@H](C[C@@H](O)[C@H](O)C(C)(C)O)[C@@H]1CC[C@]2(C)C3=CC[C@H]4C(C)(C)C(=O)CC[C@]4(C)[C@H]3CC[C@@]12C	21%	6%	7.3µM*
COc1cc(C(C)=O)ccc1Oc1ncnc2c1cnn2-c1ccccc1	0%	-2%	?
CC(C)(C)OC(=O)N1CCCC1C(=O)NCCc1ccccc1 (stereo not drawn)	3%	2%	-27%
CC(C)c1ccc(/C=C/C(=O)NC2CCCCC2)cc1	0%	2%	?
CN(CC(=O)Nc1ccc(F)cc1)C(=O)COC(=O)c1ccccc1	4%	1%	-12%
Clc1ccc(-c2cc3ccccc3nc2N2CCOCC2)cc1	18%	-9%	?
O=S(=O)(NCC(c1cccnc1)N1CCN(Cc2ccccc2)CC1)c1ccc(F)cc1 (stereo not drawn)	-5%	1%	?
CC(C)CCN1CCN(Cc2ccc(C(F)(F)F)cc2)CC1CCO (stereo not drawn)	?	4%	-30%
O=[N+]([O-])c1cc(C(F)(F)F)ccc1N1CCCNCC1	-11%	-5%	6%
CCN1CCN(c2c(Cl)cccc2NC(=O)c2ccc3nsnc3c2)CC1	-15%	-16%	-22%
CN1CCC(=NNC(=O)CN(c2cccc([N+](=O)[O-])c2)S(=O)(=O)c2ccccc2)CC1	-5%	-6%	-13%
CN(C(=O)c1ccc(Br)cc1)C1CCS(=O)(=O)C1 (stereo not drawn)	-9%	-3%	10%
Cc1cc(OC(=O)c2cc(Cl)ccc2Cl)c([N+](=O)[O-])c(=O)[nH]1	-1%	-4%	5%
CN(CC(=O)Nc1ccc(Cl)c(C(F)(F)F)c1)C(=O)c1cccnc1Sc1ccccc1	-10%	-4%	?
